ELG1 DNA repair: blocks ELG1-dependent DNA repair in HEK293T cells. HEK293T ELG1-luciferase reporter, luminescence, 16 h; DNA damage induced by 5-fluorouridine. Potency, µM (doses to about 46.1 µM), inactives show at the highest dose activity change, negative = inhibition, hits mostly inhibitors. actives 2.3% (n = 330,000). AID 504467; also: potency is read from the fitted curve at half-maximal effect; % is scaled to controls: 0 for no effect and ±100 for the full control effect; nearly all actives have a fitted effect of over 55% in size
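Quantitative HTS, concentration-response format. 2,000 cells/well co-treated with 5-fluorouridine and compound, 16 hr in 5% CO2 at 37 °C; ONE-Glo luminescence read after 30 min.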
Eya2 inh: Eya2 (human) phosphatase inhibition; recombinant Eya2, OMFP fluorescence dephosphorylation (OMFP is methylfluorescein phosphate); Potency, µM (doses to about 76.9 µM), for inactives: at the top dose activity, negative = inhibition, usual class: inhibitors; O00167; actives 0.006% (n = 330,000); also: potency is read from the fitted curve at half-maximal effect; % is scaled to controls: 0 for no effect and ±100 for the full control effect
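Eya2 protein (added as 0.2 uM solution) was preincubated with compound for 10 min at ambient temperature in 50 mM HEPES pH 7.5, 50 mM NaCl, 5 uM MgCl2, 0.05% BSA, 1 mM DTT. OMFP (added at 50 uM) then reacted 10 min; fluorescence read at 485/525 nm.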
a7 integrin act: activators of alpha7 integrin expression for muscular dystrophy | actives 0.064% (n = 350,000) | alpha7betagal myoblasts, beta-gal FDG fluorescence, 48 h | Potency, µM (highest dose often 38.3 µM), without a hit: at the highest dose activation, usual class: activators;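 also: potency is read from the fitted curve at half-maximal effect; 100% = response of the positive control SU9516; nearly all actives have a fitted effect of over 60% in size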
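alpha7betagal+/- myoblasts (passage 13, 250/well) treated 48 h at 37C with compounds at 1:260 dilution of DMSO stock. Lysed, then beta-galactosidase activity read as FDG fluorescence (ex 480/em 540) after 30 min, with pre-read for autofluorescence.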
AT treatment: potential ataxia-telangiectasia treatments restoring KAP-1 phosphorylation | […] A-T fibroblasts, KAP-1 phosphorylation AlphaLISA; neocarzinostatin DNA damage 30 min before lysis | Potency, µM (titrated, usually from 57.5 µM), inactives show at the highest dose activation, most hits filed as activators | actives 0.19% (n = 320,000); also: potency is read from the fitted curve at half-maximal effect; % of control where 0% means no effect; nearly all actives have a fitted effect of over 45% in size
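hTERT-immortalized A-T patient fibroblasts ([…]), 500 cells/well in OPTI-MEM, 1% FBS, got compounds for 60 min, then NCS for 30 min at 37C. Lysates were then assayed for phospho-KAP-1 by AlphaLISA (anti-pKAP1 donor, anti-KAP1 acceptor beads), 6 hr at 25C.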
TCR act: T cell receptor activation | 330,000 tested, under 10 active | Potency, µM (highest dose often 9.22 µM), for the others: at the top dose activation of IL-2 secretion, actives largely listed as activators | primary human leukocytes, anti-CD3, IL-2 HTRF, 48 h | AID 504894; also: % of control where 0% means no effect
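IL-2 produced over 48 hr by a-CD3 bead-stimulated primary human leukocytes exposed to compounds was detected with a homogeneous time-resolved FRET immunoassay, 665nm acceptor signal after 320nm excitation.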
TSHR antag: antagonists of human thyroid stimulating hormone receptor | AID 504810 | activity change, negative = inhibition, % at 11.5 µM | P16473 | actives 0.2% (n = 330,000) | TSHR-expressing cells, TSH-stimulated cAMP HTRF, 2 h; active compounds read low;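 active = activity change below a set negative limit, meaning inhibition stronger than a set level, cut at about -70% in these data; inconclusive = activity change between two set negative limits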; also: % is scaled to controls: 0 for no effect and ±100 for the full control effect
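Antagonism was scored as loss of TSH-driven cAMP in TSHR cells, stimulated with 4nM TSH (EC80) for 2 hours at 37 deg C and detected by homogeneous HTRF competition immunoassay.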
Mito fusion yeast: blocks mitochondrial division or promotes mitochondrial fusion; S. cerevisiae fusion-defective mutant growth rescue, CellTiterGlo 48 h; Potency, µM (series often up to 46.1 µM), for inactives: top-dose growth rescue (activation), usual class: activators; actives 0.23% (n = 320,000); AID 485298;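 also: potency is read from the fitted curve at half-maximal effect; % of control where 0% means no effect; nearly all actives have a fitted effect of over 45% in size; temperature-sensitive fusion mutants such as fzo1-1 at 37 °C on non-fermentable ethanol glycerol medium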
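S. cerevisiae fusion-defective temperature-sensitive mutants (e.g. fzo1-1, mgm1-5) grown 48 h at 37C in YPEG (ethanol/glycerol non-fermentable) medium with 23 nl compound per well; growth rescue read as CellTiterGlo luminescence.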
PTAP TSG101 blk: blocks PTAP/TSG101 interaction to inhibit HIV-1 budding | 340,000 tested, under 10 active | Potency, µM (series often up to 115 µM), inactives show top-dose activity change, negative = inhibition, hits mostly inhibitors | Fluorescence polarization, FITC-PTAP peptide / Tsg101 binding; active = well fitted inhibition curve with a large enough effect in the main read-out, with a control signal flat, not every such curve was filed as active; inconclusive = small, poorly fitted or top-dose-only effect, or effect the other way, or a change in a side signal; inactive = no such curve, though single readings can be large or run the other way; also: potency is read from the fitted curve at half-maximal effect; % of control where 0% means no effect
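Fluorescence anisotropy tracks displacement of a FITC-tagged PTAP peptide (50 nM) from the Tsg101 binding domain (10 uM), following a 20 min room-temperature incubation at pH 7.5.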
BCR signal inh: chronic active BCR signaling inhibition | ABC-DLBCL IkBa-CBG/CBR reporter, luminescence ratio, 4 h | Potency, µM (titrated, usually from 46.1 µM), for inactives: at the top dose ratio change, negative = lower green/red ratio, hits mostly inhibitors | actives 0.05% (n = 340,000) | AID 493014; active = well fitted inhibition curve with a large enough effect in the signal ratio, with a control signal flat, not every such curve was filed as active; inconclusive = small, poorly fitted or top-dose-only effect, or effect the other way, or a change in a side signal; the % refers to the signal ratio;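 also: potency is read from the fitted curve at half-maximal effect; plate controls were basal doxycycline-induced cells for no effect and cells given 10 µM MG132 for full effect; MG132 reads +100%, hits lower the ratio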
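Cell line TMD8 (human ABC DLBCL), stably expressing tet-inducible CBG68-IkBa fusion and CBR; IMDM/0.5% FBS; cpd up to 46 uM; dox induction, 4 h, 37C/5% CO2; dual luminescence; green/red ratio; MG132 control.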
Tb PFK inh: blocks T. brucei phosphofructokinase | actives 0.17% (n = 330,000) | T. brucei PFK, ADP-Glo luminescence | Potency, µM (titrated, usually from 57.5 µM), without a hit: at the highest dose activity, negative = inhibition, actives largely listed as inhibitors;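 also: potency is read from the fitted curve at half-maximal effect; 0% = uninhibited 1x PFK enzyme wells and -100% = no-enzyme wells; nearly all actives have a fitted effect of over 60% in size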
Target sequence (O15648 whole entry, looked up): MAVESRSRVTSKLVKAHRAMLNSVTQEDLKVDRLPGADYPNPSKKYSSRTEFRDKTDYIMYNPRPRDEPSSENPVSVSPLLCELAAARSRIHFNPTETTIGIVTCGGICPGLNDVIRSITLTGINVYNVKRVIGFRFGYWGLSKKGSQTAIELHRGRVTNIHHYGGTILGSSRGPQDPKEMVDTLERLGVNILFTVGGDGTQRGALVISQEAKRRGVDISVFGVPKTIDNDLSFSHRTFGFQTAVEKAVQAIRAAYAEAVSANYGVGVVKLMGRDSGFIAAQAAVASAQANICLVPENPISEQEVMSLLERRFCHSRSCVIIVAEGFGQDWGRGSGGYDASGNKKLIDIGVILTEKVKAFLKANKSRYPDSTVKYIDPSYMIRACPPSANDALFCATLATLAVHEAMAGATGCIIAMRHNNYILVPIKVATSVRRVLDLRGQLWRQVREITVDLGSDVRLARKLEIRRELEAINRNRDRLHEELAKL
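1.25 nM PFK with 0.5 mM F6P and 0.1 mM ATP in 0.1 M TEA pH 8.0, 5 mM MgCl2, incubated 45 min at room temperature; ADP measured by ADP-Glo luminescence; compounds titrated up to 57 uM.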
S-ASM inh: inhibitors of human secretory acid sphingomyelinase; P17405; placental ASM, HMU-PC fluorogenic substrate, 60 min; Potency, µM (titrated, usually from 57.5 µM), without a hit: at the highest dose activity change, negative = inhibition, actives largely listed as inhibitors; actives 0.006% (n = 340,000); AID 504937; also: potency is read from the fitted curve at half-maximal effect
Target sequence (P17405 47-631 limits assumed): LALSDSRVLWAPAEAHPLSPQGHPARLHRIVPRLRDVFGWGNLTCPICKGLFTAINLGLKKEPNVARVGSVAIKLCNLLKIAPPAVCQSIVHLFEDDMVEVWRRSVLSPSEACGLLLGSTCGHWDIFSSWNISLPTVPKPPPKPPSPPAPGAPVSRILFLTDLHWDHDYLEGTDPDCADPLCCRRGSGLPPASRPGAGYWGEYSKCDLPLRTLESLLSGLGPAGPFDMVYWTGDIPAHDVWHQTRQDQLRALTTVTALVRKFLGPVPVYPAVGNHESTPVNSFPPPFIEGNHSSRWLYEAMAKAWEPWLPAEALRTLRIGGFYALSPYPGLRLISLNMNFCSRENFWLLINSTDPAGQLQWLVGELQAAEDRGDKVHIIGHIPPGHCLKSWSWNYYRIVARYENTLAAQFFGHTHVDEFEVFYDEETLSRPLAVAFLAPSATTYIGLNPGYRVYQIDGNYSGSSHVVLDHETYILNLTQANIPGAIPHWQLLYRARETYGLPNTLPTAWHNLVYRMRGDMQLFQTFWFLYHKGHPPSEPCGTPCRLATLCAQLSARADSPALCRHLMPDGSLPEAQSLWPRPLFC
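qHTS format. ASM enzyme prepared from human placenta hydrolyses the fluorogenic substrate HMU-PC0 (9 uM final) over 60 min at 37 °C after a 10 min compound preincubation.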
Active calls of the source: *; ? = inconclusive; / = no result given; [ ] = dose if it differs, or a comment. Unless noted, calls follow the shape of the dose curve; as a rule, active = well fitted curve in the direction sought with a large enough effect; inconclusive = small, poorly fitted or top-dose-only effect, or another doubt; inactive = no such curve, though single readings can be large; an effect the other way counts as inactive or inconclusive.

No. | structure | BCR signal inh | Eya2 inh | TCR act | AT treatment | Tb PFK inh | ELG1 DNA repair | Mito fusion yeast | S-ASM inh | a7 integrin act | TSHR antag | PTAP TSG101 blk
1 | O=C(CC(C(=O)O)C1CCCO1)Nc1cccc(C(F)(F)F)c1 (configuration not stated) | 6% | 10% | 3% | 16% | 1% | -1% | 2% | 3% | 18% | 6 | -16%
2 | O=C(Cc1ccc(Cl)cc1Cl)OCC(=O)N1CCN(C(=O)c2ccco2)CC1 | ? | -3% | -6% | 1% | 0% | -5% | -3% | 5% | 1% | 20 | -2%
3 | Nc1ccc2oc(-c3cccs3)nc2c1 | 4% | -10% | 3% | 8% | 2% | ? | 2% | 9% | 10% | -2 | -5%
4 | CCCNC(=O)C(=O)c1cccn1-c1ccsc1C(=O)OC | 4% | 2% | -3% | -5% | 0% | 8% | 3% | 0% | 23% | 24 | -2%
5 | Oc1ccc(C[C@@H]2CNC(=S)N2CCCCC2CCCCC2)cc1 | -15% | -10% | 3% | 16% | 2% | -5% | 14% | -14% | -7% | -6 | 2%
6 | CCOC(=O)N1CCN(c2c(-c3ccccc3)c3cc(Cl)ccc3[nH]c2=O)CC1 | -1% | -4% | 0% | -2% | 1% | 23% | 6% | -1% | -22% | 29 | 5%
7 | COc1cc(C2N(c3ccccn3)C(=O)C3CCCN32)cc(OC)c1OC (configuration not stated) | 5% | -7% | / | -4% | -3% | ? | 1% | 0% | 12% | 4 | -3%
8 | S=c1[nH]c2ccccc2c2ccccc12 | 0% | -10% | 4% | -14% | 0% | 5% | -55%[inhibitor] | -4% | -18% | 8 | 1%
9 | COCCSc1nnc(NC(=O)CCS(=O)(=O)c2ccccc2)s1 | ? | 2% | 2% | -2% | 1% | 0% | -4% | -2% | -59%[inhibitor] | -1 | -1%
10 | COC(=O)Cc1csc(Nc2ccccc2Cl)n1 | -11% | 1% | 6%[46.1 µM] | 6% | -1% | ? | 3% | 3% | 4% | 2 | -1%
11 | Cc1n[nH]c(=S)n1/N=C/c1ccc(Br)o1 | ? | 5% | 0% | -1% | 6%[0.46 µM] | -4% | -7% | 1% | -5% | -10 | -7%
12 | COc1ccccc1Oc1ncnc2c1oc1ccccc12 | -2% | 27% | -1% | 6% | 2% | -6% | 7% | 5% | -11% | -3 | 2%
13 | O=C(Nc1ccc([N+](=O)[O-])cc1)C1(c2ccccc2)CCOCC1 | 3% | 7% | 1%[46.1 µM] | -3% | -3% | -9% | 4% | -2% | ? | -5 | -5%
14 | Cc1ccc(N2C(=O)Nc3ccccc3S2(=O)=O)cc1Cl | 0% | -1% | -2% | -1% | 11% | ? | 10% | 0% | -6% | -2 | -1%
15 | COc1ccc(NC(=O)NCCN2CCCCC2)cc1 | ? | -13% | / | 1% | 4% | 5% | 3% | 0% | ? | 19 | -4%
16 | COCCN(C(=O)C1CCN(C(=O)c2ccccc2C)CC1)c1c(N)n(CC(C)C)c(=O)[nH]c1=O | ? | 2% | -5% | -2% | 0% | 0% | -3% | 29% | -10% | 0 | -3%
17 | Cc1cc(=O)[nH]c(SCC(=O)N2CCCC2)n1 | 0% | -2% | 2% | -8% | 2% | 25% | / | 0% | 16% | -3 | 2%
18 | Cc1nn(Cc2nc(-c3cccs3)no2)c(C)c1Br | 2% | -8% | -3% | -2% | -1% | ? | 1% | -2% | -15% | -72* | -2%
19 | CCOC(=O)C1C(=O)CC(C)(O)C(C(=O)OCC)C1c1cccc(OC(F)(F)C(F)F)c1 (configuration not stated) | 9% | -6% | / | 10% | -2% | ? | 10% | -6% | 16% | -19 | -1%
20 | COCCNC(=S)N(CCc1c(C)[nH]c2ccc(OC)cc12)Cc1ccco1 | -10% | -9% | 7% | -3% | 1% | ? | -10% | -1% | 5% | -8 | 0%
21 | CC(=O)Nc1cc(NC(C)=O)c(N=Nc2ccccc2)cc1C | -2% | 2% | 4% | -8% | 13% | ? | 3% | -12% | 2% | -5 | 0%
22 | CCN(C(=O)COC(=O)c1cc2ccccc2cc1O)C1CCS(=O)(=O)C1 (configuration not stated) | ? | 3% | 0% | 1% | 5% | 1% | -2% | 18% | -14% | 5 | -5%
23 | COc1ccccc1CN(C)C(=O)c1cc2ccccc2o1 | -2% | 4% | 3% | 6% | 1% | -5% | 10% | 1% | -25% | -6 | -4%
24 | CCc1c(O)nc(SCC(=O)Nc2ccc(Br)cc2)n(-c2ccc(C)cc2)c1=O | ? | 11% | -7% | 3% | -2% | ? | 0% | -9% | 0% | -8 | 0%
25 | O=C(COC(=O)CNC(=O)c1ccccc1F)NC12CC3CC(CC(C3)C1)C2 | -12% | -5% | -5% | 4% | -1% | 0% | 0% | -3% | -36% | 3 | -5%
26 | CNC(=S)N/N=C/c1c(C)c(C(=O)c2ccc(F)cc2)n2ccccc12 | -6% | 0% | -3% | -11% | -10% | -23% | -11% | -8% | 1% | -10 | -6%
27 | Cc1cc(Cn2nc(C(=O)NCC3CC3)cc2-c2ccccc2)on1 | -10% | 19% | -40% | 13% | -1% | ? | 13% | 3% | -4% | -5 | -2%
28 | O=C(Cn1cc2c(n1)CCCC2)NC1CCCCCC1 | ? | 9% | 4% | -8% | 1% | ? | 2% | 0% | -33% | 0 | -8%
29 | O=C(c1ccc2c(=O)n(-c3ccccc3)c(=S)[nH]c2c1)N1CCN(c2ccccc2)CC1 | 3% | -2% | 1% | 6% | -3% | ? | -8% | -5% | -10% | -38 | -2%
30 | O=C(O)c1nccnc1C(=O)Nc1ccc(Cl)cn1 | 5% | 3% | 8% | -9% | 1% | 16% | 1% | -1% | 22% | -3 | -2%
31 | CC(=O)C1=C(C)N(Cc2ccccc2)C(=O)N[C@H]1c1ccco1 | 0% | 4% | -4% | 16% | 2% | 15% | 4% | 4% | -9% | 5 | -1%

Part of the list above in order of length of the SMILES, descending:
No. | structure | BCR signal inh | Eya2 inh | TCR act | AT treatment | Tb PFK inh | ELG1 DNA repair | Mito fusion yeast | S-ASM inh | a7 integrin act | TSHR antag | PTAP TSG101 blk
29 | O=C(c1ccc2c(=O)n(-c3ccccc3)c(=S)[nH]c2c1)N1CCN(c2ccccc2)CC1 | 3% | -2% | 1% | 6% | -3% | ? | -8% | -5% | -10% | -38 | -2%
24 | CCc1c(O)nc(SCC(=O)Nc2ccc(Br)cc2)n(-c2ccc(C)cc2)c1=O | ? | 11% | -7% | 3% | -2% | ? | 0% | -9% | 0% | -8 | 0%
25 | O=C(COC(=O)CNC(=O)c1ccccc1F)NC12CC3CC(CC(C3)C1)C2 | -12% | -5% | -5% | 4% | -1% | 0% | 0% | -3% | -36% | 3 | -5%
26 | CNC(=S)N/N=C/c1c(C)c(C(=O)c2ccc(F)cc2)n2ccccc12 | -6% | 0% | -3% | -11% | -10% | -23% | -11% | -8% | 1% | -10 | -6%
31 | CC(=O)C1=C(C)N(Cc2ccccc2)C(=O)N[C@H]1c1ccco1 | 0% | 4% | -4% | 16% | 2% | 15% | 4% | 4% | -9% | 5 | -1%
27 | Cc1cc(Cn2nc(C(=O)NCC3CC3)cc2-c2ccccc2)on1 | -10% | 19% | -40% | 13% | -1% | ? | 13% | 3% | -4% | -5 | -2%
21 | CC(=O)Nc1cc(NC(C)=O)c(N=Nc2ccccc2)cc1C | -2% | 2% | 4% | -8% | 13% | ? | 3% | -12% | 2% | -5 | 0%
30 | O=C(O)c1nccnc1C(=O)Nc1ccc(Cl)cn1 | 5% | 3% | 8% | -9% | 1% | 16% | 1% | -1% | 22% | -3 | -2%
28 | O=C(Cn1cc2c(n1)CCCC2)NC1CCCCCC1 | ? | 9% | 4% | -8% | 1% | ? | 2% | 0% | -33% | 0 | -8%

Screens as filed in PubChem BioAssay.
